Screening results as filed in PubChem BioAssay.
HT29 cell growth-1: HT29 colon tumor cell growth inhibition, primary screen, imaging, high content imaging, 48 h, CellTiter-Glo (AID 771); growth inhibition, % at 10 µM; HT29 cell growth, HCS imaging cell count, 48 h; active compounds read high; 3,300 compounds, 2% hits;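 active = growth inhibition above 90%, meaning viable cell count by imaging cut by more than 90% versus vehicle controls; inactive = growth inhibition below 90%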;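 note: percent fewer viable cells counted by imaging than vehicle controls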
AID772: HT29 colon tumor cell growth inhibition, primary screen, imaging, high content imaging, 72 h, CellTiter-Glo (AID 772); HT29 cell growth, HCS imaging cell count, 72 h; active compounds read high; growth inhibition, % at 10 µM; 3,300 compounds, 0.6% hits;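 active = growth inhibition above 90%, meaning viable cell count cut by more than 90% versus vehicle controls; inactive = growth inhibition below 90%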
HT29 cell growth-2: HT29 colon tumor cell growth inhibition, primary screen, imaging, high content imaging, 24 h, CellTiter-Glo (AID 770); HT29 cell number by imaging, 24 h; active compounds read high; growth inhibition, % at 10 µM; 3,300 tested, under 10 active;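 active = growth inhibition above 90% in viable cell count at a single dose; inactive = growth inhibition below 90%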
A549 NSCLC growth: A549 NSCLC cell proliferation inhibitors – ATP luminescence, human non-small cell lung line, primary screen (AID 371); 3,300 compounds, 8.4% hits; A549 growth inhibition, ATP luminescence; active compounds read high; growth inhibition, % at 10 µM;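 active = mean growth inhibition over the two runs of 50% or more; inactive = mean growth inhibition under 50%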;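 note: compound exposure lasted 72 h before the ATP read; 0% = untreated cell signal and 100% = no luminescence left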
AID364: Jurkat cell viability reduction – Jurkat E6.1, NIH starter set, primary screen (AID 364). 3,300 compounds, 2% hits. Jurkat E6.1 viability, ATP luminescence, 48 h; higher % means a stronger effect. one-dose inhibition, % at 4 µM; CC50 in µM for titrated hits;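 active = concentration giving half-maximal inhibition at or below 20 micromolar; inactive = half-maximal concentration above 20 micromolar, or not dose tested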;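 note: 100% = cells treated with 4 µM doxorubicin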
HT29 cell growth-2 condensed nuclei: further read-out of HT29 cell growth-2, marked with its call; condensed nuclei, %; measured here: percent cells with condensed nuclei;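 share of cells whose nuclear area falls below control median minus 1.5 SD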
HT29 cell growth-2 ATP viability: second read-out of HT29 cell growth-2, no call of its own (marks repeat the call); growth inhibition, %; measured here: ATP CellTiter-Glo viability
HT29 cell growth-1 condensed nuclei: recorded beside HT29 cell growth-1, whose call it bears; condensed nuclei, %; measured here: percent cells with condensed nuclei;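 condensed means Hoechst nuclear area under control median minus 1.5 SD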
HT29 cell growth-1 ATP viability: also measured in HT29 cell growth-1; calls as there; growth inhibition, %; measured here: ATP CellTiter-Glo viability inhibition
AID772 condensed nuclei: also measured in AID772; calls as there; condensed nuclei, %; measured here: percent cells with condensed nuclei;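 condensed means nuclear area below control median minus 1.5 SD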
AID772 second: further read-out of AID772, marked with its call; growth inhibition, %; measured here: ATP CellTiter-Glo viability
* hit, by the source's call; / = not tested or not shown. An excerpt; rates above refer to the full screens.

Order of results – HT29 cell growth-1	HT29 cell growth-1 condensed nuclei	HT29 cell growth-1 ATP viability	AID772	AID772 condensed nuclei	AID772 second	HT29 cell growth-2	HT29 cell growth-2 condensed nuclei	HT29 cell growth-2 ATP viability	A549 NSCLC growth	AID364
CCN(CC)C(=O)COn1c(SCC(=O)N(CC)CC)nc2ccccc2c1=O
    42	2.5	7	51	14	14	29	5.7	-9	-4	-6%
CC1(C)Cc2c(c(N3CCOCC3)nc3snc(N)c23)CO1
    20	2.0	11	11	3	-66	-16	2.2	-13	91*	14%
C[N+]1(CCNC(=O)/C=N/O)CCCCC1
    24	11	-2	4	4	-14	15	2.8	-10	0	-7%
COc1ccc(CNc2oc(COc3ccccc3Cl)nc2C#N)cc1
    -1	2.9	-25	-42	2	-58	22	4.5	-3	34	2%
Cc1cc(=O)oc2c(CN3CCC(C)CC3)c(O)c(Cl)cc12
    7	4.0	-18	-106	4	-42	5	3.1	-14	-1	-1%
N#CC1=C(N)OC2=C(C(=O)CCC2)[C@]12C(=O)N(CC(N)=O)c1ccccc12
    24	1.1	-12	-13	1	-43	21	4.6	-4	-1	-5%
Nc1cccc(C(=O)O)c1
    -24	1.3	/	24	11	-1	11	2.0	-10	5	6%
O=C(CCC(=O)CCN1CCCCC1)CCN1CCCCC1
    34	1.8	-21	28	16	14	8	4.9	-15	0	4%
COc1cc(S(=O)(=O)N2CCN(c3ccc(F)cc3)CC2)ccc1Cl
    5	4.7	23	20	22	52	30	16	4	13	0%
CCOC(=O)C1CCN(C(C)=C2C(=O)c3ccccc3C2=O)CC1
    -12	2.8	7	-18	15	-14	11	2.2	1	-1	10%
CCCOc1cccc(CN2CCCCC2c2cccnc2)c1 (configuration not stated)
    -19	2.0	-18	-14	2	-35	18	2.4	8	20	1%
C=CCc1c(C)nc(SCCC)[nH]c1=O
    24	1.8	-10	0	11	16	-40	4.8	9	5	8%
Cc1cccc(N(C)C(=S)Oc2ccc3ccccc3c2)c1
    28	1.4	/	24	2	5	37	3.7	1	21	6%
CC(C[N+](C)(C)C)OC(N)=O (configuration not stated)
    16	2.1	/	-60	5	-4	-3	3.3	-18	-3	6%
O=C(c1cccs1)N1CCC(N2CCN(c3ccccc3)CC2)CC1
    37	5.5	0	-29	10	-11	-15	3.8	-8	8	4%
Cc1cc(NC(CC(C)C)C(=O)O)nc(Cc2ccccc2)n1 (configuration not stated)
    45	3.1	26	-2	3	-8	14	0.4	-4	-2	0%
CSc1nc2[nH]c3c(c2c2nncn12)CC(C)(C)OC3
    30	3.0	3	-89	2	-14	19	2.2	-2	1	0%
COc1ccc(/C(O)=C2\C(=O)C(=O)N(c3cc(C)on3)C2c2ccccc2OC)cc1C (configuration not stated)
    -29	4.4	-32	46	4	2	9	1.7	-9	8	4%
Cc1nc(NCCN)c(C#N)c2c1COC(C)(C)C2
    -14	1.6	-9	4	2	-23	-9	1.0	-12	7	7%
O=C(Cc1ccccc1)Nc1cccc(-c2nnc(-c3ccco3)o2)c1
    26	7.9	-3	-1	5	-9	8	4.7	0	24	-2%
O/N=C1\CCc2cc(Cl)ccc21
    20	4.2	4	18	1	0	-4	2.4	2	-5	-1%
CN(CCCCCC(=O)/C=N/O)Cc1ccccc1
    31	1.6	-7	21	2	-25	-22	1.9	-1	1	-5%
C[C@@H]1C[C@H]2[C@@H]3CCC4=CC(=O)C=C[C@]4(C)[C@@]3(F)[C@@H](O)C[C@]2(C)[C@@]1(O)C(=O)COP(=O)(O)O
    4	2.3	/	31	3	3	20	2.6	-8	19	9%
COc1ccc(N/C=C(\C#N)c2nc3ccccc3n2C)c(OC)c1
    63	10	65	44	16	92	40	6.0	29	18	5%
CC1(C)O[C@@H]2C[C@H]3[C@@H]4CCC5=CC(=O)C=C[C@]5(C)[C@@]4(F)[C@@H](O)C[C@]3(C)[C@]2(C(=O)CO)O1
    -73	1.9	/	-42	3	-16	5	5.6	-8	33	-1%
N#CC12CCCCC1CC1CCCCC1(C#N)N2Cc1cccnc1 (configuration not stated)
    21	2.5	-3	-12	3	20	11	4.5	-8	-7	3%
Cc1cc(/C=N/n2cnnc2)c(C)n1-c1ccc2c(c1)OCO2
    15	3.0	-3	-39	13	-11	7	1.8	17	27	5%
O=C(CCN1CCCCC1)Nc1cccc(Cl)c1
    11	1.4	6	35	26	28	-3	1.8	0	6	0%
Cc1ccc(CC2CC(=O)N(c3ccc4c(c3)OCCO4)C2=O)cc1 (configuration not stated)
    14	2.7	-10	-20	9	-27	5	2.0	9	6	5%
CCCn1c(=O)[nH]c(=O)c2[nH]cnc21
    12	2.2	/	-18	3	-24	2	2.6	-9	-5	-1%
O=C(N(c1ccccc1)c1ccccc1)n1ccnc1
    45	2.7	-12	-31	5	-27	25	2.4	-2	8	-7%
CCOC(=O)CSC1=C(C#N)C(=O)NC2(CCCCC2)S1
    -21	3.8	-10	6	5	-24	6	3.2	5	-4	-10%
Cc1ccc2[nH]c3c(N4CCCCCC4)ncnc3c2c1
    97*	38*	93*	97*	40*	96*	74	6.0	39	72*	29%
CC1=C(C#N)C(=O)OC(C)(C)C1
    -17	4.2	-22	2	4	-3	-46	2.5	3	0	-6%
CCOC(=O)c1c(C)n(C)c2ccc(OC)c(NC(=O)CCN3CCSCC3)c12
    -20	1.9	-13	-24	2	-19	-9	2.4	-8	7	2%
Cc1[nH]c(=O)[nH]c(=O)c1S(=O)(=O)N1CCCC1
    15	1.4	10	40	4	22	8	3.1	-13	-2	-5%
COCCOC(=O)c1c(C)nc(SCC(=O)Nc2ccc(C)cc2)c(C#N)c1-c1ccco1
    55	1.6	19	59	14	48	5	7.3	17	3	14%
COc1ccc(C2CC(c3ccc(C)cc3)Nc3nc(N)nn32)cc1 (configuration not stated)
    -20	2.7	-18	-29	4	-57	39	4.2	6	6	-4%
Cc1cccc2c1NC(C)CC2C (configuration not stated)
    9	5.2	-11	-15	5	-5	10	3.9	-6	1	1%
CCC(C)Nc1nc(-c2cccc(OC)c2O)nc2ccccc12 (configuration not stated)
    61	4.0	35	77	11	62	43	5.6	11	72*	-2%
CN1CCN(c2nc3c(c(=O)n(C)c(=O)n3C)n2Cc2cccc3ccccc23)CC1
    30	1.2	-1	28	12	-13	-1	1.9	-6	-7	9%
Clc1ccc2nc(N3CCNCC3)nc(-c3ccccc3)c2c1
    83	54	97	37	24	97	77	10	55	92*	2%
Cc1ccc(-c2nn(CCC(=O)NCC3CCCO3)c(=O)c3ccccc23)cc1 (configuration not stated)
    -13	3.0	-5	-85	8	-36	-10	5.3	3	17	-11%
CCOc1ccc(C2C=C(c3ccccc3)Nc3ncnn32)cc1 (configuration not stated)
    23	1.4	19	13	6	13	29	6.5	0	22	1%
CSc1nnc(N(CCC#N)CCC#N)s1
    -24	3.2	6	43	1	26	0	6.0	9	0	-4%
CCCNC(=O)N(C)c1nncnc1C(=O)NC
    -28	1.3	-7	-46	5	-15	-36	2.3	-4	-4	6%
N#Cc1c(N)n(CCOC(=O)c2ccc(Cl)cc2)c2nc3ccccc3nc12
    -18	1.8	1	47	4	-1	-3	2.5	0	23	8%
COC(=O)Nc1nc2ccc(Sc3ccccc3)cc2[nH]1
    90*	42*	/	69	35	87	67	43	7	82*	0.57µM*
CCOC(=O)C1CCCN(c2nc3ccccc3nc2C(C#N)C(=O)OCCOC)C1 (configuration not stated)
    84	14	81	63	31	93	49	9.8	70	41	-13%
CC1(C)Cc2c(C#N)c(N3CCOCC3)nc(-c3ccccc3)c2CO1
    52	6.7	2	53	12	26	-9	3.6	3	14	12%
CCc1nc2n[nH]c(N)c2c2c1CCCC2
    -49	2.2	-30	39	20	11	-14	3.3	5	1	2%
COc1ccc(OC)c(C(O)c2coc3ccc(O)c(CN4CCOCC4)c23)c1 (configuration not stated)
    -2	4.2	-7	22	4	-21	-7	1.4	-17	3	-5%
O=C(O)CC(C(=O)OCC1CCCO1)N1CCOCC1 (configuration not stated)
    -4	2.1	-12	-78	2	-49	28	6.1	-2	3	12%

Part of the list above in order of molar mass, falling.
Order of results – HT29 cell growth-1	HT29 cell growth-1 condensed nuclei	HT29 cell growth-1 ATP viability	AID772	AID772 condensed nuclei	AID772 second	HT29 cell growth-2	HT29 cell growth-2 condensed nuclei	HT29 cell growth-2 ATP viability	A549 NSCLC growth	AID364
COCCOC(=O)c1c(C)nc(SCC(=O)Nc2ccc(C)cc2)c(C#N)c1-c1ccco1
    55	1.6	19	59	14	48	5	7.3	17	3	14%
CCOC(=O)C1CCCN(c2nc3ccccc3nc2C(C#N)C(=O)OCCOC)C1 (configuration not stated)
    84	14	81	63	31	93	49	9.8	70	41	-13%
CCOC(=O)c1c(C)n(C)c2ccc(OC)c(NC(=O)CCN3CCSCC3)c12
    -20	1.9	-13	-24	2	-19	-9	2.4	-8	7	2%
CN1CCN(c2nc3c(c(=O)n(C)c(=O)n3C)n2Cc2cccc3ccccc23)CC1
    30	1.2	-1	28	12	-13	-1	1.9	-6	-7	9%
COc1ccc(OC)c(C(O)c2coc3ccc(O)c(CN4CCOCC4)c23)c1 (configuration not stated)
    -2	4.2	-7	22	4	-21	-7	1.4	-17	3	-5%
N#Cc1c(N)n(CCOC(=O)c2ccc(Cl)cc2)c2nc3ccccc3nc12
    -18	1.8	1	47	4	-1	-3	2.5	0	23	8%
Cc1ccc(-c2nn(CCC(=O)NCC3CCCO3)c(=O)c3ccccc23)cc1 (configuration not stated)
    -13	3.0	-5	-85	8	-36	-10	5.3	3	17	-11%
CC1(C)Cc2c(C#N)c(N3CCOCC3)nc(-c3ccccc3)c2CO1
    52	6.7	2	53	12	26	-9	3.6	3	14	12%
COc1ccc(C2CC(c3ccc(C)cc3)Nc3nc(N)nn32)cc1 (configuration not stated)
    -20	2.7	-18	-29	4	-57	39	4.2	6	6	-4%
Clc1ccc2nc(N3CCNCC3)nc(-c3ccccc3)c2c1
    83	54	97	37	24	97	77	10	55	92*	2%
CCC(C)Nc1nc(-c2cccc(OC)c2O)nc2ccccc12 (configuration not stated)
    61	4.0	35	77	11	62	43	5.6	11	72*	-2%
CCOc1ccc(C2C=C(c3ccccc3)Nc3ncnn32)cc1 (configuration not stated)
    23	1.4	19	13	6	13	29	6.5	0	22	1%
COC(=O)Nc1nc2ccc(Sc3ccccc3)cc2[nH]1
    90*	42*	/	69	35	87	67	43	7	82*	0.57µM*
Cc1[nH]c(=O)[nH]c(=O)c1S(=O)(=O)N1CCCC1
    15	1.4	10	40	4	22	8	3.1	-13	-2	-5%
CCc1nc2n[nH]c(N)c2c2c1CCCC2
    -49	2.2	-30	39	20	11	-14	3.3	5	1	2%
Cc1cccc2c1NC(C)CC2C (configuration not stated)
    9	5.2	-11	-15	5	-5	10	3.9	-6	1	1%
